High-throughput results deposited in PubChem by several laboratories.
proCasp3 act: activates human procaspase-3. 330,000 compounds, 0.11% hits. recombinant procaspase-3 D3A, Ac-DEVD-pNA absorbance 405 nm. activation, % at 8.5 µM;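 active = activation above the mean of all tested compounds plus 3 SD, cut at about 21% in these data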;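 note: 0% = DMSO alone and 100% = DMSO wells spiked with extra 5 µM PC-3 D3A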
Target sequence (P42574 whole entry D9A/D28A/D175A): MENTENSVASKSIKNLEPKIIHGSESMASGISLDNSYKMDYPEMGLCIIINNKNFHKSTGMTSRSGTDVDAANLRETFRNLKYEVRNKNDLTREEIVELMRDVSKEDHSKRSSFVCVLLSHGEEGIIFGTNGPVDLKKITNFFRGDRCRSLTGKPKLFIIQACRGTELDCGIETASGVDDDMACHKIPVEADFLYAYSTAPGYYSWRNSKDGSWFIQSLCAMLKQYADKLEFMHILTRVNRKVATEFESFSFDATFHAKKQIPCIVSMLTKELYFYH
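Assay system – Procaspase-3 D3A mutant, all three cleavage aspartates alanine · Controls – DMSO-only low control, 5 µM PC-3 D3A high control · Schedule – 1 h compound preincubation, 2 h substrate hydrolysis at 25 °C · Signal – 405 nm absorbance of p-nitroaniline, reads at 0 and 120 min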
LAP4 TOR yeast: yeast TOR pathway LAP4-GFP modulation; 320,000 compounds, 0.34% hits; S. cerevisiae LAP4-GFP multiplex, flow cytometry GFP, 3 h; median GFP as percent of DMSO wells; GFP response vs DMSO, % at 10 µM; AID 2023;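 active = GFP response vs DMSO above a set limit, about the screen mean plus 3 SD, cut at about 150% in these data; inconclusive = under 70 cell events counted for the yeast strain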
procasp7 counter: activates human procaspase-7, counter-screen for procaspase-3 activators; activation, % at 8.5 µM; AID 463210; P55210; 330,000 compounds, 0.093% hits; recombinant procaspase-7, Ac-DEVD-pNA absorbance 405 nm; D23A/D198A/D206A triple mutant, cannot self-cleave; scale: DMSO 0, 5 µM enzyme 100;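 active = percent activation above the screen-wide mean plus 3 SD, cut at about 25% in these data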
Target sequence (P55210 whole entry D23A/D198A/D206A): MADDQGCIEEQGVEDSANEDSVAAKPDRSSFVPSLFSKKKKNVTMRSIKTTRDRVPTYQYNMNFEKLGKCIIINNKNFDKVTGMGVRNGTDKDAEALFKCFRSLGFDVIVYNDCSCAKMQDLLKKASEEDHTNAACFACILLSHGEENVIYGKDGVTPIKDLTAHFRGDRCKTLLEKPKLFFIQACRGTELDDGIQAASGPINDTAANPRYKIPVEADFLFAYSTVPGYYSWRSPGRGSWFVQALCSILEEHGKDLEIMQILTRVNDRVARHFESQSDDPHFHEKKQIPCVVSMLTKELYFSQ
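Assay system: Uncleavable procaspase-7 mutant enzyme | Input: 2 µM procaspase-7 mutant as dispensed | Timing: 1 h compound preincubation, 2 h substrate cleavage, 25 °C | Repeats: One well per compound | Control set: DMSO wells as 0%, DMSO with 5 µM added PC-7 as 100% | Technique: Epi-absorbance of released pNA at 405 nm, two timepoints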
RPL19A-GFP yeast: modulators of TOR pathway RPL19A-GFP in S. cerevisiae | 330,000 compounds, 0.3% hits | S. cerevisiae RPL19A-GFP strain, flow cytometry, 3 h; hits give low values | percent response vs DMSO, % at 10 µM;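 active = percent response vs DMSO below 50%; inconclusive = fewer than 70 events counted for the yeast strain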;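 note: median channel GFP fluorescence of the barcoded RPL19A-GFP strain; ratio of sample median GFP to plate DMSO average so 100% = DMSO; lower means less RPL19A-GFP as with rapamycin TOR inhibition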
AHR act: activates the human aryl hydrocarbon receptor. 320,000 compounds, 2.5% hits. P35869. activation, % at 5 µM. AHR-responsive luciferase reporter cells, luminescence. AID 2796; in the data active = activation above about 47%;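 note: 0% = vehicle wells and 100% = reference agonist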
MEP2-GFP yeast: modulators of TOR pathway MEP2-GFP in S. cerevisiae. S. cerevisiae MEP2-GFP strain, flow cytometry GFP, 3 h; 100% = DMSO control level. GFP response vs DMSO, % at 10 µM. 330,000 compounds, 0.51% hits. AID 2016;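 active = GFP response versus DMSO above a set limit, roughly screen mean plus 3 SD, cut at about 180% in these data; inconclusive = fewer than 70 cells counted for a yeast strain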;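 note: median GFP fluorescence of the barcode-gated MEP2-GFP cells per well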
CR mimetic SO: lowers age-related superoxide in aged yeast cells. S. cerevisiae aged cells, superoxide DHE fluorescence; hits give low values. superoxide response (% of plate mean), % at 10 µM. 330,000 compounds, 0.18% hits. AID 2690;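 active = superoxide response under a set limit, about three screen SD below normal, cut at about 65% in these data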;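 note: yeast aged for seven days with compound at 30 °C before DHE staining; 100% = average MFI of all compound-treated wells on the plate with controls excluded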
JMJD2C inh: blocks human GASC-1 demethylase activity; Q9H3R0; GST-JMJD2C(1-420) H3K9me3 demethylation, DELFIA europium; inhibition, % at 2.35 µM; 330,000 compounds, 0.069% hits; AID 2099;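 active = more than half of a compound's replicate wells show inhibition beyond 50%, single wells judged on their own value; inconclusive = some, but no more than half, of replicates pass 50% inhibition; inactive = no replicate passes 50% inhibition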;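 note: signal counts dimethyl H3K9 product captured on neutravidin plate; 0% = median of DMSO wells and 100% = 0.3 times that DMSO median; strong numbers were not always called active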
Target sequence (Q9H3R0 1-420 limits assumed): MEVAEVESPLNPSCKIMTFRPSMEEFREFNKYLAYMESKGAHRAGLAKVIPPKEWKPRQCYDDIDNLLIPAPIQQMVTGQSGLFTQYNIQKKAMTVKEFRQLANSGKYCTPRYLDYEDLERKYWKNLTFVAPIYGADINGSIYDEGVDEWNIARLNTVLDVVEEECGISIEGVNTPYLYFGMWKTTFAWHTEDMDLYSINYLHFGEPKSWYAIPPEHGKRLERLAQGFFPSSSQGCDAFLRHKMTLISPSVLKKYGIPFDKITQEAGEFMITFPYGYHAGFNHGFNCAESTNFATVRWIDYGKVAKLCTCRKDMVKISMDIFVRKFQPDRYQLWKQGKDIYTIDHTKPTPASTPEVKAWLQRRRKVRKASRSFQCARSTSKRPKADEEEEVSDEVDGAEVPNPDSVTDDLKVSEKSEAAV
An asterisk follows results filed as active; ? = inconclusive; / = not tested or not shown; & = joins results of further samples; [ ] = another dose, or the depositor's remark.

Structure | proCasp3 act | LAP4 TOR yeast | procasp7 counter | RPL19A-GFP yeast | AHR act | MEP2-GFP yeast | CR mimetic SO | JMJD2C inh
CCOc1cc(CN2CCCCCC2)ccc1OC | -3 | 88 | 6 | 106 | 1 | 113 | 90 | 2
CC1=CCC2C(=O)N(c3ccc4ccccc4n3)C(=O)C2C1 (stereo not given) | -1 | 101 | -4 | 103 | 3 | 115 | 100 | 27
O=C(Nc1cccc(NC(=O)c2cccc(Cl)c2)c1)c1cccnc1 | 9 | 105 | -2 | 89 | 25 | 110 | 108 | -2
O=C(O)COCc1nc2ccccc2[nH]1 | 6 | 97 | 4 | 103 | 1 | 102 | 99 | 5
COc1cc(CNC(C)(C)CO)cc(Br)c1OCc1ccc(Cl)cc1 | 7 | 97 | 4 | 110 | 0 | 97 | 102 | 1
c1ccc(Cn2nnc3c(NCC4CCCO4)nc(C4CC4)nc32)cc1 (stereo not given) | 2 | 96 | 3 | 84 | 2 | 79 | 99 | 21
C=CCOc1c(Cl)cc(CNn2cn[nH]c2=S)cc1OC | -6 | 103 | -16 | 90 | 25 | 99 | 95 | -3
O=C(C[C@H]1C/C=C\C[C@H](NC(=O)OCC2c3ccccc3-c3ccccc32)C(=O)O[C@@H](c2ccccc2)CNC1=O)NCCO | 0 | 81 | 2 | 85 | 0 | 88 | 97 | -3
COc1ccc(N2C(=O)CSC2c2ccc3c(c2)OCO3)cc1 (stereo not given) | 2 | 89 | 9 | 103 | -1 | 96 | 105 | -15
COc1cc(C)c(C(=O)Oc2cc(C)c(C(=O)O)c(O)c2C)c(O)c1C | 1 | 106 | 4 | 100 | -1 | 108 | 89 | -1
O=C(Nc1ccc(S(=O)(=O)Nc2nccs2)cc1)c1cccc(S(=O)(=O)N2CCOCC2)c1 | 3 | 93 | 2 | 94 | 1 | 95 | 106 | -3
C/C(=N/NC(=O)CNC(=O)c1cccs1)c1ccco1 | -3 | 124 | 3 | 107 | -2 | 106 | 106 | 107
NS(=O)(=O)c1cccc(NC(=O)CSc2ccccn2)c1 | 6 | 78[may fluoresce violet] | -3 | 55[may fluoresce violet] | -2 | 152[may fluoresce violet] | 99 | 22
O=S(=O)(c1ccc(F)cc1)N1CCN(c2ccccn2)CC1 | -7 | 108 | -1 | 95 | 11 | 97 | 103 | -18
Cc1nnc(SCC(=O)N2CCCC(N3CCN(c4ccc(F)cc4)CC3)C2)o1 (stereo not given) | 1 | 102 | 3 | 99 | -1 | 103 | 106 | -7
O=C(Nc1ccc(C(=O)N2CCOCC2)cc1)Nc1cccc2ccccc12 | 1 | 95 | 1 | 100 | 4 | 106 | 112 | -1
Cc1cc2c(cc1C)N(CC(=O)N1CCCC1)C(=O)CC(c1ccccc1)=N2 | 0 | 99 | 1 | 97 | 4 | 100 | 90 | ?
CCSc1ccc(C(=O)Nc2cccc(C)n2)cc1[N+](=O)[O-] | -8 | 106 | -1 | 101 | 4 | 111 | 110 | 4
C=C[C@@H]1c2cc(C)ccc2N(S(=O)(=O)c2ccc(C)cc2)[C@H](c2ccccc2)C1(C#N)S(=O)(=O)c1ccccc1 (stereo not given in full) | -5 | 81 | 12 | 101 | 3 | 94 | 83 | -5
CC(=O)Nc1cccc(NC(=O)CSc2nn3c(=O)c(C)nnc3s2)c1 | 8 | 97 | 11 | 99 | 2 | 99 | 90 | 5&-5
O=C(NNc1ccc(Cl)cc1)c1sccc1Cl | -7 | 106 | -9 | 101 | 22 | 101 | 89 | -5
CC1(C)CC(c2nc(-c3ccc(Br)cc3)cs2)CCS1 (stereo not given) | -3 | 98 | -5 | 104 | 0 | 104 | 90 | 0
CC(=O)c1ccc(N2CCN(C(=O)CCCn3c(=O)[nH]c4ccccc4c3=O)CC2)cc1 | -10 | 92 | 7 | 93 | -1 | 83 | 87 | -13
CCn1c(=O)c2c3c(sc2n2cnnc12)CCC3 | -7 | 100 | 4 | 99 | 2 | 106 | 100 | 2
COC(=O)C1=NNC2C(=O)N(C3CCCCC3)C(=O)C12 (stereo not given) | 2 | 108 | 7 | 104 | 1 | 103 | 81 | 8
Cn1c(SCC(=O)Nc2sccc2C#N)nnc1C1CC1 | -5 | 109 | 10 | 100 | 20 | 114 | 97 | 4
CCOc1c2ccc(C(=O)NCCc3cccs3)cc2nn1CC | 7 | 105 | 12 | 101 | 7 | 95 | 100 | 0
C[n+]1ccccc1/C=C/c1cc(Br)ccc1O | -3 | 113 | -2 | 102 | 60* | 106 | 99 | -4
CC(=O)c1cccc(NC(=S)NC2CCCCCCC2)c1 | / | 75 | / | 120 | / | 101 | 129 | -5
CCCc1cc(=O)[nH]c(SCC(=O)N2CC3(C)CC2CC(C)(C)C3)n1 (stereo not given) | 9 | 107 | 6 | 115 | 1 | 109 | 103 | 8
Cc1ccccc1Cn1ccc(NC(=O)c2cnn3cccnc23)n1 | -2 | 97 | -5 | 99 | -6 | 100 | 106 | 6
N#Cc1ccc(COC(=O)CC(NC(N)=O)c2ccc(Cl)cc2)cc1 (stereo not given) | 3 | 116 | 2 | 101 | 0 | 117 | 107 | -19
O=C(Cn1nnc(-c2ccccc2)n1)NNC(=O)c1ccc(Br)cc1 | -2 | 101 | 7 | 96 | 2 | 102 | 109 | -5
OC(COCc1cccs1)CN1CCN(c2cccc(Cl)c2)CC1 (stereo not given) | 11 | 91 | -2 | 103 | 0 | 92 | 100 | 19
Cc1cccc(C)c1NC(=O)C(NS(=O)(=O)c1cccs1)c1ccccc1 (stereo not given) | 5 | 91 | 1 | 101 | 24 | 106 | 119 | 4
CC(C)(C)NS(=O)(=O)c1ccc(NC(=S)NC(=O)C2CC2)cc1 | -3 | 98 | -1 | 106 | -2 | 106 | 91 | -5
Cn1c(=O)[nH]c(=O)c2c1nc(CN1CCN(c3ccc(F)cc3)CC1)n2CCc1ccccc1 | 0 | 98 | -4 | 98 | 2 | 101 | 106 | 2&1
O=C(Oc1ccc([N+](=O)[O-])cc1)c1cccnc1 | -11 | 88 | -21 | 108 | 9 | 108 | 127 | 5
COc1ccc(/C=N/NC(=O)c2cccnc2)cc1COc1ccc([N+](=O)[O-])cc1 | -4 | 110 | 4 | 95 | 8 | 93 | 97 | -29
COc1ccc(-n2nc(C(=O)N3CCC(N4CCCCC4)CC3)c3c4ccccc4n(C)c3c2=O)cc1 | 4 | 110 | -7 | 104 | 13 | 104 | 89 | 22
CCN1CCN(C(=O)c2ccc3c(Cl)c4c(nc3c2)CCCC4)CC1 | 1 | 89 | -5 | 96 | 19 | 90 | 88 | -1
O=C(COC(=O)CSc1ccc(F)cc1)NCCCc1ccccc1 | -5 | 94 | 9 | 89 | -2 | 96 | 119 | 6
CCC1(C)CC(CC(=O)O)(c2ccccc2OC)CCO1 (stereo not given) | -4 | 74 | -4 | 81 | 5 | 70 | 96 | -5
Cc1nnsc1-c1onc(C)c1C(=O)Nc1cc(Cl)cc(Cl)c1 | 4 | 107 | 1 | 95 | 11 | 100 | 106 | 6
CCCn1c(=N)n(CC(=O)O)c2ccccc21 | -4 | 106 | 2 | 102 | -1 | 104 | 86 | -5
O=C(N=C1SC2CS(=O)(=O)CC2N1c1ccccc1)c1cccc([N+](=O)[O-])c1 (stereo not given) | 7 | 101 | -4 | 98 | 0 | 107 | 97 | -4
COc1ccc(NC(=O)c2cc(C3CC3)nc3c2cnn3C(C)C)cc1OC | 12 | 101 | 5 | 95 | 11 | 94 | 91 | -1
CN(C)S(=O)(=O)N(Cc1ccc(Br)cc1)c1ccccc1 | 13 | 112 | 15 | 104 | 2 | 108 | 91 | 8
COc1ccc(-n2c(SCC(=O)N3CCCC(C)C3)nnc2-c2cccnc2)cc1 (stereo not given) | -2 | 88 | 12 | 96 | 0 | 94 | 93 | 3
Cc1nnc2c3ccccc3c(Cl)nn12 | 0 | 90 | 4 | 91 | -4 | 95 | 106 | -20
CC(C)OC(=O)c1cc(-c2ccc(C=O)o2)ccc1Cl | 3 | 86 | 1 | 99 | -1 | 94 | 94 | 13
O=C(Nc1ccnc(-c2cccnc2)n1)c1cccs1 | 10 | 105 | 1 | 102 | 64* | 106 | 88 | 2
N#Cc1c(N)nc(N2CCCC2)c(C#N)c1-c1ccc(Cl)cc1 | -4 | 98 | 8 | 95 | 2 | 102 | 100 | 3
COc1ccc(C2C3=C(N=C4SCC(=O)N42)c2ccccc2CC3)cc1 (stereo not given) | -3 | 107 | 3 | 99 | 3 | 103 | 106 | -3
CCCN(CC(=O)Nc1cc(Cl)ccc1Cl)C(=O)c1ccccn1 | 5 | 90 | -5 | 100 | 3 | 97 | 117 | 4
COc1cc(OC)cc(-c2sc3ccc(OC)cc3c2-c2ccc(O)cc2)c1 | 8 | 98 | 2 | 92 | 35 | 93 | 122 | 2
CCCCCCn1nc(C(=O)N(CC(C)C)c2c(N)n(CCCC)c(=O)[nH]c2=O)c2ccccc2c1=O | 4 | 76 | 1 | 100 | 27 | 101 | 98 | -1
N#CC1=C(Nc2ccccc2)SC=C(c2ccc(Br)cc2)N=C1N1CCOCC1 | -6 | 103 | -8 | 99 | 1 | 128 | 105 | 3
CCOC(=O)COc1c(-c2ccc(OC)cc2)oc2ccccc2c1=O | -6 | 101 | -6 | 99 | 1 | 90 | 99 | -29
CCc1nnc(NC(=O)C(c2ccccc2)c2ccccc2)s1 | 4 | 98 | 5 | 99 | -2 | 106 | 91 | -1

(more compounds)
Structure | proCasp3 act | LAP4 TOR yeast | procasp7 counter | RPL19A-GFP yeast | AHR act | MEP2-GFP yeast | CR mimetic SO | JMJD2C inh
CN(C)S(=O)(=O)c1cccc(NC(=O)COC(=O)c2ccc([N+](=O)[O-])o2)c1 | 1 | 94 | 12 | 101 | 3 | 100 | 104 | -10
CCC(CO)[n+]1c(C)cc(/C=C2\Sc3ccccc3N2Cc2ccccc2)cc1C (stereo not given) | -21 | 95 | -30 | 95 | 5 | 107 | 109 | 0
COc1ccc(C(=O)N2CCCCC2)cc1S(=O)(=O)Nc1cccc(C(=O)O)c1 | 3 | 75 | -12 | 113 | -1 | 94 | 96 | 0
O=C(NCCCN1CCCC1=O)Nc1ccc(F)c(Cl)c1 | 9 | 108 | 1 | 105 | 4 | 103 | 106 | -2
COc1ccc(/C=C(\NC(=O)c2ccccc2)C(=O)NNC(=O)CCN2CCOCC2)cc1 | 10 | 105 | 2 | 97 | 22 | 102 | 80 | 1

One compound at a time (already shown). Order of screens: proCasp3 act | LAP4 TOR yeast | procasp7 counter | RPL19A-GFP yeast | AHR act | MEP2-GFP yeast | CR mimetic SO | JMJD2C inh
Listed for CCC(CO)[n+]1c(C)cc(/C=C2\Sc3ccccc3N2Cc2ccccc2)cc1C (stereo not given) → -21 | 95 | -30 | 95 | 5 | 107 | 109 | 0
Listed for O=C(NCCCN1CCCC1=O)Nc1ccc(F)c(Cl)c1 → 9 | 108 | 1 | 105 | 4 | 103 | 106 | -2
